# PMI act satM6P: increases human PMI activity with near-saturating mannose 6-phosphate; coupled PMI enzyme assay, resazurin fluorescence, 20 min; stronger effect = higher value; 1 = untreated enzyme, 0 = substrate-free blank; activation factor at 20 µM; hit rate 0.34% among 190,000;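 active = activation factor of 2 or more at 20 µM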
# Target sequence (P34949 whole entry, looked up): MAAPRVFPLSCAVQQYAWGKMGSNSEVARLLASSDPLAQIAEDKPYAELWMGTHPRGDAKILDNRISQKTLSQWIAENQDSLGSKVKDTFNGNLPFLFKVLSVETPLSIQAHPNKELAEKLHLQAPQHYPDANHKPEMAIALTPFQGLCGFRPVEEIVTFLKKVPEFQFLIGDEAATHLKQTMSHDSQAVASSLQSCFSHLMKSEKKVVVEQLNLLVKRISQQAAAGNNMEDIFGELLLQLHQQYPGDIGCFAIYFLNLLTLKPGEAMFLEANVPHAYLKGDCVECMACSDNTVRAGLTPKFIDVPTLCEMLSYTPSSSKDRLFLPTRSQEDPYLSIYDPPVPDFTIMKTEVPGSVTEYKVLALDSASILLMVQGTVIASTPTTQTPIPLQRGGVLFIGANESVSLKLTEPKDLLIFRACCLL
#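 Technique: Diaphorase-driven resazurin-to-resorufin fluorescence, excitation 544, emission 590 nm | Assay system: Human PMI in coupled enzyme assay | Times: Enzyme reaction with compound 20 min at room temperature | Medium: HEPES-buffered pH 7.4 with magnesium and detergent | Reagent: Mannose-6-phosphate 1.0 mM (near-saturating) plus 0.22 mM NADP+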
# Redox H2O2 prof: compounds producing H2O2 with reducing agent – biochemical, NIH compound library profiling, artefact control for MLSCN library redox annotation, primary screen; DTT-dependent redox cycling H2O2, phenol red/HRP absorbance; 100% = 100 µM peroxide control, 0% = buffer; activation, % at 10 µM; hit rate 0.03% among 200,000; AID 878;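 active = activation of at least 50% relative to the plate's high and low controls in the primary single-dose screen; inactive = activation below 50%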;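 note: compound incubated with DTT at 0.8 mM final as the reducing agent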
# Hsp70 activator: switches on Hsp70 transcription; HeLa Hsp70 promoter luciferase reporter, luminescence; scaled: vehicle 0, proteasome-inhibitor control 100%; activation, % at 10 µM; hit rate 0.04% among 200,000; AID 1203;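 active = activation above the mean across all tested compounds plus 3 SD, cutoff set per campaign, cut at about 5.5% in these data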;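 note: 100% = MG132 at 30 µM as the positive control and 0% = DMSO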
# Efa HMGR inh: inhibitors of class II HMG-CoA reductase from Enterococcus faecalis | inhibition, % at 10 µM | purified E. faecalis HMGR, NADPH absorbance 340 nm kinetic | hit rate 0.41% among 190,000;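 active = inhibition above a set limit, the median over all tested compounds plus 3 SD, cut at about 9.5% in these data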;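 note: enzyme runs in reverse so mevalonate oxidation gives rising NADPH absorbance; 0% = complete reaction with DMSO and 100% = background rate lacking mevalonate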
# PMI activator: phosphomannose isomerase (human) activation | P34949 | hit rate 0.005% among 190,000 | purified human PMI, coupled resazurin fluorescence, 20 min; stronger effect = higher value; 1 = vehicle control, 0 substrate-free wells | activation factor at 20 µM | AID 1214;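 active = activation factor of 2 or more at 20 µM, relative to plate controls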
# TNAP inh no acc: TNAP (human) inhibition, acceptor-free conditions | P05186 | purified TNAP, CDP-star luminescence, 30 min | inhibition, % at 20 µM | hit rate 0.26% among 200,000 | AID 1012;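 active = tissue-nonspecific alkaline phosphatase inhibition above about 50% at 20 µM in the single-dose screen, limit read from the data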;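 note: 0% = DMSO negative control and 100% = EDTA positive control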
# S1P3 antagonist: S1P3 (human) receptor antagonism; hit rate 0.27% among 170,000; inhibition, % at 4.98 µM; Q99500; CHO S1P3 NFAT-BLA reporter, FRET fluorescence, antagonist mode; AID 485;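 active = inhibition above the plate cutoff, the mean inhibition of test wells on that plate plus 3 SD, cut at about 28% in these data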;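 note: cells challenged with S1P at its EC80 of 0.8 µM; blue over green emission ratio from cleaved BLA substrate after 4 h stimulation; 0% = S1P-stimulated wells and 100% = unstimulated DMSO-only wells; some compounds past the cut are filed as inactive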
# Target sequence (Q99500 whole entry, looked up): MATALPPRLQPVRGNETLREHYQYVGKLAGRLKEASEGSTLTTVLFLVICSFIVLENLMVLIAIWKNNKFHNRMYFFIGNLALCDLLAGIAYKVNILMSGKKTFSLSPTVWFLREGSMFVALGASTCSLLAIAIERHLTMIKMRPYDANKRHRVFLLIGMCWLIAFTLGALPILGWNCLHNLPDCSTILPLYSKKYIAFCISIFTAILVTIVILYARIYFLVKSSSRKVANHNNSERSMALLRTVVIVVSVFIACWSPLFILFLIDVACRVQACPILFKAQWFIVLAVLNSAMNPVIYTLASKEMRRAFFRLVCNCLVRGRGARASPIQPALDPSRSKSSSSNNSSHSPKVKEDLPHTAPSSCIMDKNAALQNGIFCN
# RAM network inh: yeast RAM network inhibition; S. cerevisiae dse1pr::URA3 reporter, 5-FOA growth OD615, 2 d; analog-sensitive cbk1-as2 kinase mutant strain; hit rate 1.8% among 190,000; inhibition, % at 50 µM;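 active = inhibition above a set limit, 3 SD over mean compound inhibition, cut at about 8.4% in these data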;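 note: 0% = DMSO-only wells with no growth and 100% = 10 µM 1-NA-PP1 full growth; inhibition rescues growth on 5-FOA so higher OD means more RAM inhibition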
# Lmaj promast: Leishmania major promastigote growth inhibition | Leishmania major promastigotes, resazurin fluorescence viability | inhibition, % at 10 µM | hit rate 9% among 200,000 | AID 1063; in the data active = inhibition above about 50%;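 note: promastigotes grown with compound for 44 hours at 28 °C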
# TNAP inh hi DEA: blocks human TNAP under high phosphate acceptor concentration; purified TNAP, CDP-star luminescence, 1 M DEA; inhibition, % at 20 µM; hit rate 0.03% among 200,000;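 active = over 50% inhibition of tissue-nonspecific alkaline phosphatase at 20 µM in the single-dose screen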;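 note: plate controls were DMSO wells for no effect and EDTA-quenched wells as full inhibition for full effect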
# An asterisk follows results filed as active; · = no result given. Compounds were not picked by outcome; any-hit rate near 12%.
SMILES,PMI act satM6P,Redox H2O2 prof,Hsp70 activator,Efa HMGR inh,PMI activator,TNAP inh no acc,S1P3 antagonist,RAM network inh,Lmaj promast,TNAP inh hi DEA
CN(C)/C=C/C(=O)c1cnc(-c2ccccc2)s1,1,-0.2,0.1,-3,1,-10,2,2.6,-9,-3
NC(=O)CN(c1ccc(Cl)cc1)S(=O)(=O)c1ccccc1,0.9,0.5,0.1,-3,0.9,-7,-7,1.2,-6,-1
O=C1N=C(N2CCCC2)CN1c1ccccc1,1.1,0.5,1.0,-7,1.1,-6,-19,0.4,-4,-2
CCCC(=O)c1cn(CC(=O)OC)c2ccccc12,0.9,-0.3,-0.4,-1,0.9,-8,9,0.3,-5,-8
Cc1cccc(C2Nc3ccccc3C(=O)N2NC(=O)c2ccc([N+](=O)[O-])cc2)n1 (stereo unspecified),1,-0.4,-0.3,-1,1,-9,-10,2.5,4,3
COc1ccccc1NCC(=O)Nc1cc(S(=O)(=O)N2CCOCC2)ccc1N1CCOCC1,1.1,0.3,-0.1,-1,1.1,-16,0,1.4,6,-7
CS(=O)(=O)N(Cc1ccco1)CC(O)Cn1cc(C=O)c2ccccc21 (stereo unspecified),1,0.3,-0.3,0,0.9,-6,·,0.7,-1,0
O=C(CSc1ccc(-c2ccco2)nn1)c1ccccc1,1,0.2,-0.5,-4,1,-3,-5,5.6,12,0
COc1cc2c(OC(C)=O)c3c(c(-c4ccc5c(c4)OCO5)c2cc1OC)C(=O)OC3,0.9,0.2,-0.6,4,0.8,-4,-34,5.6,-8,-3
CC(C)NC(=O)C1CCCN(S(=O)(=O)c2ccc(-n3cnnn3)cc2)C1 (stereo unspecified),1,0.0,-0.3,1,1,-11,·,2.9,-4,-1
O=C(c1ccncc1)c1ccc(N2CCN(C3CC(=O)N(Cc4ccccc4)C3=O)CC2)cc1 (stereo unspecified),0.9,-0.1,-0.4,-13,0.9,-6,5,1.9,98*,0
CN1CCN(NC(=O)C23CC4CC(CC(C4)C2)C3)CC1,1,-0.1,-0.1,-4,0.9,-6,-4,0.5,-5,-5
CCOC(=O)c1c(C)[nH]c(C(=O)Nc2ccc(C)c(Cl)c2)c1C,1,-0.7,0.0,-1,1,-6,-2,4.7,16,1
CCOC(=O)C1=C(c2ccccc2)NC(SC)=C(C#N)C1c1ccco1 (stereo unspecified),0.9,0.2,-0.2,-1,1,-12,-30,1.8,35,-7
CCOC(=O)C1CCN(c2ncnc3c2cnn3-c2ccc(Cl)cc2)CC1,0.8,-0.6,-0.4,2,0.8,1,11,4.6,16,3
COc1cccc(C(=O)Nc2cc(C(F)(F)F)ccc2Cl)c1,1,-3.7,-0.5,0,1,-7,·,7.0,11,-1
O=C(CSCc1ccc(Br)cc1)N1CCCC1,1,0.2,-0.1,4,0.9,-14,4,0.1,-3,-7
CCN(Cc1cc(=O)n2cc(Cl)c(C)c(Cl)c2n1)Cc1nc2ccccc2c(=O)[nH]1,0.8,-0.1,-0.2,10*,1.2,-7,-29,0.3,3,-1
CCCCN(C)CC(O)Cn1cc(/C=C/C(=O)c2cccs2)c2ccccc21 (stereo unspecified),0.8,1.5,-0.1,-6,0.8,-5,33*,1.3,69*,17
C=CCNc1nc(C(=O)OCC)nc2ccccc12,0.9,-1.7,0.0,1,0.9,-5,10,-0.9,8,1
COc1cc(Cl)c(C)cc1NC(=O)CCCn1c(=O)oc2ccccc21,0.9,-0.2,-0.5,-8,0.8,-6,-2,0.8,53*,0
COc1ccc(CNC(=O)COC(=O)/C=C/c2cccs2)cc1,1,-0.2,-0.2,-4,1,0,-9,3.2,-7,4
O=C(c1ccc(F)cc1)N1CCN(C2CC3CCC2C3)CC1 (stereo unspecified),0.9,-0.8,-0.3,-3,0.9,-5,-34,0.6,3,-4
COc1ccc(-c2ccc(=O)n(CC(=O)NC3CCc4ccccc43)n2)cc1OC (stereo unspecified),1,-0.6,-0.5,1,0.9,-10,-6,-0.1,0,-5
Cc1ccc(/C=C/C(=O)Nc2nnc(C)s2)o1,1,0.2,0.0,1,1.1,-12,-16,0.0,55*,-6
CCOC(=O)C1CCCN(C(=O)Cc2ccc(Cl)cc2)C1 (stereo unspecified),1,0.0,-0.4,-6,1,-5,·,-1.5,-7,-7
COc1ccc(NC(=O)COc2ccc(/C=N/n3c(C)nnc3C)cc2OC)cc1,1,0.9,0.0,-7,1,-8,·,0.3,-6,2
O=C(Nc1cccc(S(=O)(=O)NC2=NCCCCC2)c1)c1cc(-c2ccccc2)nc2ccccc12,0.8,-0.8,-0.3,-4,0.8,-4,-6,2.5,2,1
CC(=O)N1N=C(c2ccc(C)o2)CC1c1ccc(F)cc1 (stereo unspecified),0.9,0.1,-0.2,-7,0.9,-36,-9,-0.6,-3,-2
Cc1ccc(C)c(-n2cc(CNCCc3cnccn3)c(-c3ccccc3)n2)c1,1,0.7,-0.3,-6,1.1,-8,8,-0.1,24,-6

# Records listed so far printed as active in S1P3 antagonist.
structure,PMI act satM6P,Redox H2O2 prof,Hsp70 activator,Efa HMGR inh,PMI activator,TNAP inh no acc,S1P3 antagonist,RAM network inh,TNAP inh hi DEA
CCCCN(C)CC(O)Cn1cc(/C=C/C(=O)c2cccs2)c2ccccc21 (stereo unspecified),0.8,1.5,-0.1,-6,0.8,-5,33*,1.3,17

# (cont.)
SMILES,PMI act satM6P,Redox H2O2 prof,Hsp70 activator,Efa HMGR inh,PMI activator,TNAP inh no acc,S1P3 antagonist,RAM network inh,Lmaj promast,TNAP inh hi DEA
CN(CCCNC(=O)C1CCN(S(=O)(=O)N2CCC3(CC2)OCCO3)CC1)Cc1ccccc1,1,-0.1,-0.3,0,1,-3,·,-0.1,-2,-4
CCCCCCc1cc2cc(-c3nnc(-c4ccccc4O)o3)c(=O)oc2cc1O,1,0.8,-0.2,-4,1.1,8,·,1.9,2,20
COc1cc(C(=O)N/N=C/c2ccc(OC(=O)N3CCOCC3)cc2)cc(OC)c1OC,0.8,0.0,-0.3,0,0.9,-6,-7,0.3,44,-3
C/C(=N/NC(=O)c1ccncc1)C1=C(O)CC(C)(C)CC1=O,1.1,-0.5,-0.1,1,1.1,18,-7,0.5,-2,-5
O=[N+]([O-])c1ccc2cn(-c3ccccc3)nc2c1,1,-0.7,0.5,-3,1,-5,-13,1.8,-7,-2
COc1ccc(/C(C)=N/Nc2cc(C(F)(F)F)ccc2Cl)c(OC)c1,1,0.2,-0.4,-7,1,-14,-15,13*,2,-1
CC(=O)NC12CC3CC(C1)CC(C(=O)OCC(=O)c1ccc4c(c1)OCCO4)(C3)C2,0.9,1.5,-0.1,1,1.1,-13,-1,4.2,-1,-2
COC(=O)c1ccc(-c2noc(CN(Cc3ccncc3)CC3CCCO3)n2)cc1 (stereo unspecified),·,-0.3,-0.3,-4,·,1,8,2.3,71*,5
COc1cccc(CN2C(=O)c3ccccc3C2C(=O)NCC2CCCO2)c1 (stereo unspecified),1.1,0.1,-0.2,1,1,-12,·,4.6,-5,-1
CCC(C)(C)n1nnnc1C(c1cccc(C#N)c1)N1CCN(c2cccc(C)c2C)CC1 (stereo unspecified),1,-0.7,0.0,-4,1,-13,4,2.4,76*,-5
COc1ccc(OC)c(C2SCCN2S(C)(=O)=O)c1 (stereo unspecified),1,0.2,-0.3,-3,1.1,0,·,0.3,-5,-3
O=C1S/C(=C/c2ccccc2)C(=O)N1CC(O)Cn1c2ccccc2c2ccccc21 (stereo unspecified),0.9,-0.3,-0.4,-1,0.9,-4,40*,3.7,17,-4
CCOc1cc(C(=S)N2CCCC2)ccc1OC(=O)Cc1ccc(F)cc1,1.1,-1.1,0.0,5,1,-4,-2,3.6,-5,-3
CCc1c(C)nc(SC)n(CC#N)c1=O,0.9,0.9,-0.3,-2,0.9,-15,2,1.9,-3,-2
CCn1cc(C(=O)OCC(=O)Nc2cc(S(=O)(=O)N(C)C)ccc2C)c(=O)c2ccc(C)nc21,1,0.5,0.8,-3,1,-5,·,4.6,2,-4
COc1cccc(CC(=O)Nc2cc(S(=O)(=O)N3CCOCC3)ccc2N2CCOCC2)c1,1,-1.4,-0.4,-8,1.1,-10,-25,0.6,0,-5
C=CCn1c(-c2cc(-c3ccc(C)cc3)nc3ccccc23)n[nH]c1=S,1.1,-1.6,-0.1,-4,1,-56,0,-0.1,26,1
CC(=O)NS(=O)(=O)c1ccc(NC(=O)C(Sc2ccccc2)c2ccccc2)cc1 (stereo unspecified),0.9,2.3,-0.3,0,0.8,-12,·,-0.7,-12,1
CCC(=O)N1CCN(c2ccc(NC(=O)c3ccccc3)cc2)CC1,1.1,0.0,0.0,-9,1.1,-4,-3,2.5,1,-5
COc1ccc(NS(=O)(=O)c2cccc(NC(=O)c3ccc(S(=O)(=O)N4CCCCCC4)cc3)c2)cc1,1,-0.8,-0.5,0,1,4,-3,3.3,97*,-2
Cc1ccc(OC(=O)c2ccc(C)c([N+](=O)[O-])c2)cn1,0.9,-1.0,-0.1,-4,1,-8,-27,1.2,-4,-3
O=C(CCC(=O)Nc1ccccc1)NNC(=O)COc1ccccc1,0.9,-0.1,-0.4,1,1.1,-33,-20,0.0,19,-8
COc1ccc(-c2cc(C(F)(F)F)nc(SCC(=O)N(C)Cc3cn(C)nc3C)n2)cc1OC,1,0.1,-0.5,0,1,-8,-3,-0.3,33,-7
Cc1ccccc1NC(=O)CCSc1nnnn1-c1ccccc1,1,-0.9,-0.3,-3,1,-3,·,0.1,-2,1
O=C(O)c1cc(Cl)c2ccccc2c1O,0.9,-0.8,0.6,-1,0.8,-8,17,0.3,-7,1
Cc1c(C(=O)NCC2CCCO2)oc2ccc(S(=O)(=O)N3CC(C)CC(C)C3)cc12 (stereo unspecified),0.9,-0.2,-0.3,4,0.8,-13,-31,4.5,2,-5
CCC(=O)c1ccc(/C=C/c2nc3ccccc3n2C)o1,1.2,-1.2,-0.2,3,1.3,-20,22,1.3,11,-2
O=C(Nc1ccc(CN2CCOCC2)cc1)c1ccc(-c2cccc(Cl)c2)o1,0.9,1.7,-0.4,-5,0.9,-6,·,0.4,99*,1
CCCNC(=S)NNC(=O)c1cccs1,1,0.8,-0.2,-4,0.9,-25,-1,1.2,-4,-8
CCOC(=O)C(NC(=O)NCc1ccccc1OC)(OCC)C(F)(F)F (stereo unspecified),1.1,0.8,-0.3,-6,1.1,-5,2,1.1,-6,8
CCn1c(CNC(=O)Cc2ccc(OC)cc2)nnc1SCCOc1ccccc1,1,0.0,-0.1,-5,1.1,9,·,-0.9,0,-1
